ALDH1A1 block: inhibitors of human aldehyde dehydrogenase 1A1; P00352; Purified ALDH1A1, NADH fluorescence, propionaldehyde substrate; Potency, µM (top dose mostly 75.3 µM), for inactives: top-dose activity, negative = inhibition, usual class: inhibitors; 220,000 compounds, 7.3% hits; AID 1030; active means well fitted inhibition curve with a large enough effect, not every such curve was filed as active; inconclusive means small, poorly fitted or top-dose-only effect, or another doubt; inactive means no such curve, though single readings can be large or run the other way;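 further: plate controls were no enzyme wells and a reference inhibitor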
Target sequence (P00352 whole entry, looked up): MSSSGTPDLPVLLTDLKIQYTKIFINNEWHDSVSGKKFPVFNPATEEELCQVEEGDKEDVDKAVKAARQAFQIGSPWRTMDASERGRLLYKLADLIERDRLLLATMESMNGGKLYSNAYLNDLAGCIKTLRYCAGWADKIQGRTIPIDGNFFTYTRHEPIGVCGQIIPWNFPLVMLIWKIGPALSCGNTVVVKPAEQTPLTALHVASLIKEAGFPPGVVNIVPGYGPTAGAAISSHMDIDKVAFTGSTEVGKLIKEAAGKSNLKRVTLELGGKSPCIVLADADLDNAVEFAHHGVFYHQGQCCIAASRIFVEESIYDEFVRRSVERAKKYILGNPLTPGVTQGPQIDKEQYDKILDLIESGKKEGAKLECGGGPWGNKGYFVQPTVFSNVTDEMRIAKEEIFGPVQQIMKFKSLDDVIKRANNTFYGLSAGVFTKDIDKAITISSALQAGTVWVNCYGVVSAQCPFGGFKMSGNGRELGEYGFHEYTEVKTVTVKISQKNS
GoLoco inh red: inhibitors of human Gai1-RGS12 GoLoco interaction (red fluorophore) | Gai1:RGS12 GoLoco peptide FP, rhodamine, 10 min | Potency, µM (highest dose often 61.6 µM), for inactives: at the top dose activity, negative = inhibition, hits mostly inhibitors | 230,000 compounds, 0.44% hits; active means well fitted inhibition curve with a large enough effect, not every such curve was filed as active; inactive means no such curve, though single readings can be large or run the other way; further: on the % scale 0 is the no-effect control and ±100 the full control effect; nearly all actives have a fitted effect of over 30% in size; many of its hits are not listed in these tables
SMN2 splice up: enhancers of SMN2 splice variant expression | HEK293 SMN2-luciferase splicing reporter, luminescence, 30-36 h | 210,000 compounds, 2.8% hits | Potency, µM (highest dose often 46.1 µM), for inactives: at the highest dose activity change, positive = activation, hits mostly activators; further: % of control where 0% means no effect; nearly all actives have a fitted effect of over 55% in size
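HEK293 cells carry an SMN2 minigene-luciferase reporter in which exon 7 inclusion puts luciferase in frame. Cells were seeded at 2000 cells/well, attached for 10-12 hours, then exposed to compounds for 30-36 hours at 37C before ONE-Glo luminescence.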
TRb SRC2 PPI: inhibitors of human thyroid hormone receptor beta-SRC2 interaction | 280,000 compounds, 0.065% hits | Potency, µM (top dose mostly 106 µM), inactives show top-dose activity change, negative = inhibition, most hits filed as inhibitors | AID 1469 | TRbeta-SRC2 peptide binding, fluorescence polarization; receptor liganded with 1 µM T3 | P10828;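 further: plate controls were bound peptide for no effect and peptide without receptor for full effect; nearly all actives have a fitted effect of over 50% in size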
Target sequence (P10828 whole entry, looked up): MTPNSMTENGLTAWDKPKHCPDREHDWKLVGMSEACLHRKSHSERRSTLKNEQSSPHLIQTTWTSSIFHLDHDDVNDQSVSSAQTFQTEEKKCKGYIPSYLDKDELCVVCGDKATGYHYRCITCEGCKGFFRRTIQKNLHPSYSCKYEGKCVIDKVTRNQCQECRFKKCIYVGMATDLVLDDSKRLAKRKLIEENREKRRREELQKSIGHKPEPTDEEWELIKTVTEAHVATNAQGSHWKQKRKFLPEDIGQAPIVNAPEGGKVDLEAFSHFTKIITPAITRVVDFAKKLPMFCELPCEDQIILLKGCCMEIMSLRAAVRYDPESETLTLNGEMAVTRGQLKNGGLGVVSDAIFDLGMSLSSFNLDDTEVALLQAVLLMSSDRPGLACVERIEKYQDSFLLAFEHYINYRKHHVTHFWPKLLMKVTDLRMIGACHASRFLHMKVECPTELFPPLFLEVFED
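Human TRb LBD (0.6 uM) plus Texas Red-labeled SRC2 peptide (20 nM), 1uM T3, 5% DMSO, 5 hr at ambient temperature. Decreased polarization (555/632 nm) flags inhibition; data normalized to free and bound peptide controls.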
LMNA splice mod: modulators of lamin A splicing | HeLa LMNA splicing GFP/RFP minigene ratio, 48 h | Potency, µM (highest dose often 46.1 µM), inactives show at the top dose ratio change, negative = inhibition, actives largely listed as inhibitors | 200,000 compounds, 0.01% hits; active means well fitted inhibition curve with a large enough effect in the signal ratio, with a control signal flat, not every such curve was filed as active; inconclusive means small, poorly fitted or top-dose-only effect, or effect the other way, or a change in a side signal; the % refers to the signal ratio; further: on the % scale 0 is the no-effect control and ±100 the full control effect
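Read-out is the ratio of GFP to DsRed2 object intensity, acquired by 488 nm laser-scanning cytometry on HeLa lamin A-EGFP minigene reporter cells. Compound incubation 48 hrs at 37 °C in Opti-MEM with 2% FBS; DMSO 0.5% final.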
KDM4E inh: inhibitors of human JMJD2E histone demethylase; B2RXH2; JMJD2E catalytic domain, FDH-coupled NADH fluorescence (FDH is formaldehyde dehydrogenase); Potency, µM (series often up to 57.1 µM), inactives show at the highest dose activity change, negative = inhibition, most hits filed as inhibitors; 230,000 compounds, 1.6% hits; AID 2147; active means well fitted inhibition curve with a large enough effect, not every such curve was filed as active; inconclusive means small, poorly fitted or top-dose-only effect, or another doubt; inactive means no such curve, though single readings can be large or run the other way;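 further: 0% = wells with enzyme and -100% = buffer wells without enzyme; nearly all actives have a fitted effect of over 50% in size; many of its hits are not listed in these tables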
TR SRC2 fluor cs: Texas Red fluorescence interference in TRb-SRC2 counter-screen; AID 1479; 280,000 compounds, 0.29% hits; TRb/SRC2 Texas Red total fluorescence interference; Potency, µM (titrated, usually from 106 µM), for the others: at the highest dose fluorescence change, negative = quenching; active means well fitted curve in either direction with a large enough effect; inconclusive means small, poorly fitted or top-dose-only effect; further: on the % scale 0 is the no-effect control and ±100 the full control effect
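Flags fluorescent or light-absorbing compounds by total fluorescence, S + 2P, at 555 nm excitation and 632 nm emission. Mixture: 20 nM Texas Red SRC2 peptide, 0.6 uM human TRb LBD, 1 uM T3, 5% DMSO; compound exposure 5 h at ambient temperature.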
RECQ1 inh: blocks DNA unwinding by human RECQ1; RECQ1 DNA unwinding, red fluorescence kinetic read; Potency, µM (doses to about 57.3 µM), without a hit: at the top dose activity, negative = inhibition, most hits filed as inhibitors; 240,000 compounds, 0.54% hits;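 further: plate controls were vehicle for no effect and no enzyme for full effect; nearly all actives have a fitted effect of over 30% in size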
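50 nM RECQ1T1 preincubated 15 min with compound in Tris pH 8.0 buffer with MgCl2, DTT, Tween-20 and 2.5 ug/ml poly(dI-dC); started with 200 nM TAMRA/BHQ-2 forked duplex and 2 mM ATP. Unwinding read as fluorescence (525/598 nm), two reads 2 h apart.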
Starred values were filed as active, the others as inactive; i = inactive; ? = inconclusive; / = not tested or not shown; [ ] = dose if it differs, or a comment. Unless noted, the call rests on the fitted dose curve; in most records, active means well fitted curve in the direction sought with a large enough effect; inconclusive means small, poorly fitted or top-dose-only effect, or another doubt; inactive means no such curve, though single readings can be large; an effect the other way counts as inactive or inconclusive. Potency means the concentration at half of the fitted maximal effect. An excerpt, so the mix of outcomes need not match the whole.

SMILES | ALDH1A1 block | GoLoco inh red | SMN2 splice up | TRb SRC2 PPI | LMNA splice mod | KDM4E inh | TR SRC2 fluor cs | RECQ1 inh
CC(C)[C@@H](CC(=O)N[C@@H]1CCCC[C@H]1C(=O)N[C@H](CC(=O)N[C@@H](CCC(=O)O)CC(=O)O)Cc1c[nH]c2ccccc12)NC(=O)C[C@H](Cc1ccccc1)NC(=O)[C@@H]1CNCC[C@H]1N | -6% | -1% | -6% | 0% | / | 6% | -3% | -20%
COc1ccc(CCNC(=S)NC(=O)c2ccccc2)cc1C | / | -1% | / | -2% | / | -1% | -1% | -12%
CC(C)C[C@@H](CC(=O)N[C@@H](CCC(=O)O)CC(=O)O)NC(=O)[C@@H]1CCCC[C@H]1NC(=O)C[C@H](CCCN)NC(=O)C[C@H](Cc1c[nH]c2ccccc12)NC(=O)[C@@H]1CCCC[C@H]1N | -9% | -1% | 6% | 0% | / | -17% | -4% | -9%
O=C(NCCc1ccccn1)c1cc(-c2ccc(Cl)cc2)nc2ccccc12 | 7% | -7% | 0% | 3% | -9% | ? | -1% | -14%
Cc1nn2cc(-c3ncc(C(F)(F)F)cc3Cl)cnc2c1Br | ? | -9% | / | 2% | / | -9% | 3% | -3%
O=C(Cc1n[nH]c(=O)[nH]c1=O)N/N=C/c1c(O)ccc2ccccc12 | -7% | 18% | 13% | -9% | / | 3% | 0% | -4%
COc1ccc(C2CC(=O)C3=C(C2)Nc2ccccc2NC3c2coc3ccccc3c2=O)cc1OC (stereo not given) | 10µM* | 3% | 5% | 11% | -18% | 7% | -3% | i
CCNC(=O)NC(=O)C(C)OC(=O)c1oc2ccccc2c1CSC1CCCCC1 (stereo not given) | -6% | -8% | ? | 5% | ? | -6% | 3% | -4%
COc1cc(OC)c(NC(=O)CS(=O)(=O)Cc2nc(-c3ccc(C)cc3)oc2C)cc1Cl | 0% | 6% | -14% | 5% | 13% | 5% | 0% | 3%
CCCOc1cc(C)c(S(=O)(=O)N2CCOCC2)cc1C | 10% | 4% | -16% | 2% | ? | -2% | -1% | -7%
CCN(C(=O)COC(=O)c1c(C)nn(-c2ccccc2)c1C)C1CCS(=O)(=O)C1 (stereo not given) | 9% | 5% | / | -5% | / | -1% | -4% | -1%
CCc1cc2c(nc1CC)CCN(CC/C(C)=N/OC[C@@H](O)[C@@H]1O[C@@H]3OC(C)(C)O[C@@H]3[C@H]1O)C2 | -3%[13.5 µM] | / | / | -4%[11.2 µM] | / | / | -3%[11.2 µM] | i[11.5 µM]
COC(=O)c1ccccc1NC(=O)c1c(Br)cnn1C | 1% | -1% | 3% | -3% | 10% | 0% | 1% | -10%
O=C1N=c2ccccc2=C1c1sc(=S)n(CC2CCCO2)c1O (stereo not given) | -14% | 1% | -7% | 1% | 5% | -4% | -2% | -7%
Cn1ccnc1SCC(=O)Nc1ccc(F)c([N+](=O)[O-])c1 | 15% | 4% | / | 3% | / | -7% | -5% | -2%
Cc1cc(=O)n2c3ccccc3n(CC(O)CN3CCN(Cc4ccccc4)CC3)c2c1C#N (stereo not given) | / | 1% | / | 0% | / | ? | 2% | -2%
COc1ccc(S(=O)(=O)NNC(=O)c2ccc(-n3c(C)ccc3C)cc2)cc1 | ? | 36%[activator] | / | -5% | / | -13% | 1% | -5%
COc1ccc(OC)c(NC(=O)CN2CCN(C(=O)c3ccco3)CC2)c1 | ? | 8% | -10% | 0% | 10% | 2% | -3% | i
CCOc1ccc(/C(O)=C2/C(=O)C(=O)N(CCCn3ccnc3)C2c2cccs2)cc1Cl (stereo not given) | ? | 7% | -3% | 7% | 10% | -5% | -1% | i
Clc1ccc(OCCCNCc2ccccc2)c(Br)c1 | -9% | 13% | -5% | 4% | ? | -13% | -1% | 11%
Cn1c(=O)c2c(-c3ccccc3F)c3c(nc2n(C)c1=O)-c1ccccc1C3O (stereo not given) | -13% | -3% | -1% | 0% | -7% | 3% | -2% | -2%
Cc1ccc(NS(=O)(=O)N(C)C)cc1 | 5% | -5% | 7% | -8% | -6% | 3% | -5% | i
COc1ccc(OC)c(NC(=O)c2c(NC(=O)CNCc3ccco3)sc3c2CCC3)c1 | ? | 17% | -9% | 5% | 12% | 6% | 1% | -4%
O=C(N/N=C/c1cccnc1)c1ccc([N+](=O)[O-])cc1Cl | -12% | / | / | -2% | -8% | ? | 2% | 6%
C=CCn1c(SCn2nnc3ccccc3c2=O)nnc1-c1ccc(Cl)cc1 | -7% | 3% | 1% | -1% | 8% | 0% | -8% | -5%
O=c1[nH]c2ccccc2nc1-c1ccccc1 | / | 10% | / | 2% | / | ? | -3% | -5%
NC(=O)c1ccc(-n2nnnc2SCc2ccccc2)cc1 | 5% | -2% | -18% | 1% | 10% | 1% | 1% | -14%
COC(=O)C1=C(CSc2nncn2C)NC(=O)NC1c1cc(C)ccc1C (stereo not given) | 2% | 3% | 17% | 0% | -4% | 11% | -1% | -1%
CCC(C)OC(=O)c1[nH]c2c(c1C)C(=O)CC(c1ccc(N(C)C)cc1)C2 (stereo not given) | 3.5µM* | 10% | 24% | -7% | ? | 0% | -1% | -14%
O=C(c1cc2ccccc2o1)N1CCC(N2CCC(C(=O)N3CCCC3)CC2)CC1 | -4% | 38%[activator] | -16% | -1% | 8%[46 µM] | 20% | 0% | 1%
COc1cccc(N2CCN(C(=O)c3ccc(N4C(=O)NC5CC4(C)Oc4ccccc45)cc3)CC2)c1 (stereo not given) | 11% | -5% | -3% | -5% | 12% | -3% | 4% | -12%
O=S(=O)(NCCc1cn2ccccc2n1)c1cccs1 | -2% | 8% | 29% | -7% | -12% | -14% | -7% | -7%
O=C(CSc1nnnn1-c1ccc(Cl)cc1)Nc1cccnc1Cl | -6% | 4% | -16%[1.84 µM] | -5% | ? | 5% | -1% | -14%
Cc1ccc(CNC(=O)CSc2c3c(nc4ccc(Cl)cc24)CCCC3)o1 | 8.9µM* | -5% | -2% | -19% | ? | -19% | 1% | -16%
COc1ccc(-c2cc(C(F)(F)F)c(C#N)c(SCC(=O)Nc3ccc(C)cc3)n2)cc1 | 0% | -16% | -11% | -16% | 2% | ? | 0% | i
Cc1cc2oc(C(=O)N(Cc3ccco3)C3CCS(=O)(=O)C3)cc(=O)c2cc1Cl (stereo not given) | -16% | -1% | -4% | -2% | -3% | -7% | -5% | -6%
Cn1cc(-c2nc3cnc(Oc4ccccc4)nc3n(C)c2=O)c2ccccc21 | -8% | 6% | / | / | ? | / | / | -1%
CC(C)(C)NC(=O)Nc1cccc(Cl)c1Cl | 6% | 2% | / | 8% | / | 8% | -1% | -34%
O=C(O)c1cc2c(o1)CCC/C2=N\O | 6% | 2% | -12% | -2% | 12% | -6% | -3% | -37%
CCOC(=O)NCc1ccc(S(=O)(=O)Nc2ccccc2C)cc1 | 5% | -14% | -26% | 8% | -9% | 2% | 0% | -4%
Brc1ccc(-c2nn[nH]n2)cc1 | / | 3% | / | 5% | / | -4% | 0% | 3%
O=C(Nc1ccc(F)cc1)Nc1nnc(-c2ccco2)s1 | -2% | 11% | 19% | 3% | -4%[46 µM] | ? | 0% | 3%
Cc1cccc(NC(=O)CSc2nc(N)c(NC(=O)c3cccs3)c(=O)[nH]2)c1 | 18% | 4% | 10% | 6% | -3% | 3% | 0% | -1%
CC(O)CNc1nc2c(c(=O)n(C)c(=O)n2C)n1C/C=C/c1ccccc1 (stereo not given) | 6% | -3% | -28% | -19% | -11% | 2% | 1% | 1%
CC1CCc2nc(NC(=O)C3COc4ccccc4O3)sc2C1 (stereo not given) | ? | 13% | -51%[inhibitor] | -14% | ? | 2% | -1% | -13%
Cc1cc(C(=O)OCC(=O)NC2CCS(=O)(=O)C2)c(C)n1-c1ccccc1 (stereo not given) | -4% | 5% | -40%[inhibitor] | -16% | ? | 3% | 0% | i
COc1ccc(C(=O)Nc2ccc(SC(F)F)cc2)cc1 | 1% | 2% | ? | 7% | ? | 2% | 2% | 1%
COc1cc(OC)cc(-n2nnnc2SCC(=O)NCc2cccs2)c1 | 4% | 14% | -1% | -2% | / | 4% | 1% | i

3 compounds from above, ordered by SMILES length, ascending:
SMILES | ALDH1A1 block | GoLoco inh red | SMN2 splice up | TRb SRC2 PPI | LMNA splice mod | KDM4E inh | TR SRC2 fluor cs | RECQ1 inh
O=c1[nH]c2ccccc2nc1-c1ccccc1 | / | 10% | / | 2% | / | ? | -3% | -5%
NC(=O)c1ccc(-n2nnnc2SCc2ccccc2)cc1 | 5% | -2% | -18% | 1% | 10% | 1% | 1% | -14%
CCCOc1cc(C)c(S(=O)(=O)N2CCOCC2)cc1C | 10% | 4% | -16% | 2% | ? | -2% | -1% | -7%

(listing goes on)
SMILES | ALDH1A1 block | GoLoco inh red | SMN2 splice up | TRb SRC2 PPI | LMNA splice mod | KDM4E inh | TR SRC2 fluor cs | RECQ1 inh
NS(=O)(=O)c1ccc(NC(=O)/C=C/c2ccccc2[N+](=O)[O-])cc1 | 3% | 7% | -9% | -4% | / | -6% | -9% | -9%
COc1ccc(OC)c(Nc2nc(C3CC3)nc3c2nnn3Cc2ccccc2)c1 | ? | 9% | -6% | 3% | 15% | ? | 0% | -11%
O=C(Nc1ccccc1)O/N=C(\c1ccccc1)c1ccccn1 | 6% | 3% | 8% | 2% | 3% | ? | 2% | -6%
COc1ccc(C(=O)COc2ccc(NC(C)=O)cc2)cc1 | ? | -1% | 18% | -4% | -6% | -9% | 0% | -6%
COc1ccc(S(=O)(=O)N2CCCCCC2)cc1N(C)S(=O)(=O)c1ccc(C)cc1 | ? | / | / | 0% | ? | 2% | 3% | -6%
Cc1ccc(S(=O)(=O)CCc2nnc(NC(=O)c3ccccn3)s2)cc1 | -6% | -12% | -55%[inhibitor] | 9% | 17% | 11% | 0% | -2%
O=C(OCCCC(=O)N1CCOCC1)c1ccccc1 | -7% | -8% | -12% | 0% | 6% | 10% | -2% | -1%
Cc1cc(NC(=O)CCSc2ccccc2)no1 | 1% | -7% | / | 3% | 12%[46 µM] | -7% | 0% | -4%
